SUMO HTRF inh: blocks human SUMOylation mediated by UBC9 | inhibition, % at 35 µM | AID 2006 | 0.36% of 290,000 active | P63279 | HTRF SUMOylation assay, SAE1/SAE2 + UBC9, in vitro; in the data active means inhibition above about 50%, passing the limit was not always enough; further: strong numbers were not always called active
Target sequence (P63279 whole entry, looked up): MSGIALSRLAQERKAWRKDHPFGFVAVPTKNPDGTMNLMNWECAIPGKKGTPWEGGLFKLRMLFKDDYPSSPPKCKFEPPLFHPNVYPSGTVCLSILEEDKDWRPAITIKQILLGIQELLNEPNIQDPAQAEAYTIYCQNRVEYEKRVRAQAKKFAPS
CRFR2-BP antag: blocks CRF-induced signaling of the CRF-BP/CRF-R2 complex; HEK293 CRF-R2/CRF-BP, CRF-induced calcium fluorescence; inhibition, % at 11.8 µM; 0.59% of 350,000 active;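 active means inhibition of the ligand-induced calcium signal above about 50% at the single tested concentration, limit read from the data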
GalR3 antag: blocks the human galanin receptor 3 | O60755 | HEK293 GalR3-CNG cAMP membrane potential fluorescence; galR3 body fused to GalR1 C-terminus | inhibition, % at 3 µM | 0.44% of 360,000 active | AID 651719;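 active means inhibition above the screen-wide average plus 3 SD, cut at about 13% in these data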;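 further: forskolin and galanin both at EC90 stimulate the cells; cAMP rise reported by CNG channel membrane potential dye signal; 0% = forskolin plus galanin with DMSO and 100% = forskolin alone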
MEKK3 PB1 HTS: raises or lowers MEK5 binding to the human MEKK3 PB1 domain; binding response (% of control), % at 10 µM; Q99759; bead-based flow cytometry, Alexa488-MEK5 binding to MEKK3; actives lie on both sides; 0 = blocked by unlabeled MEK5, 100 = vehicle; 1.4% of 290,000 active; AID 1529;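 active means binding response more than 3 SD above or below the average of its plate-row segment, actives on both sides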;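 further: Alexa488 bead fluorescence after subtracting the streptavidin-only scavenger bead signal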
Target sequence (Q99759 whole entry, looked up, the tested form may be a part): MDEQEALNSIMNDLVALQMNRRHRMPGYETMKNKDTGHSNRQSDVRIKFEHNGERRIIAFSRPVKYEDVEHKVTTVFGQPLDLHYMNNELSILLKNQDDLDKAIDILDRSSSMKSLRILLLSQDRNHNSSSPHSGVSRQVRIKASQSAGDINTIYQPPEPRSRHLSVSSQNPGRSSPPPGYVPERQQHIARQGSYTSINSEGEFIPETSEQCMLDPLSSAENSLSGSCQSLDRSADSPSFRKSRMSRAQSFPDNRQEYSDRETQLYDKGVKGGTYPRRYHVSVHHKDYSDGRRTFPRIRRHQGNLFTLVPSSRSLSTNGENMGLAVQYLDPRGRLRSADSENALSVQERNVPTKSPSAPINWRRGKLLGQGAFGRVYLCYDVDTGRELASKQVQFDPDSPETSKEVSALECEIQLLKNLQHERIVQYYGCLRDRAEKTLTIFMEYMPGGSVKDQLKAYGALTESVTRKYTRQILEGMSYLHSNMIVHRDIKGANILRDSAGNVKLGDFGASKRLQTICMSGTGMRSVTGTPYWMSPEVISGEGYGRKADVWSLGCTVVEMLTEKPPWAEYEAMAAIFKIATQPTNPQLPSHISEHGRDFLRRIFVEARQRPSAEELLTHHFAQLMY
CRFR2-BP ag: CRF-BP/CRF-R2 complex agonism | 0.46% of 350,000 active | HEK293 CRF-R2/CRF-BP, calcium dye fluorescence (FLIPR); percent of saturating CRF peptide response | activation, % at 13.2 µM;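 active means activation of at least 50%, plus an integration ratio under a set limit after plate pattern correction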;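 further: plate controls were neutral control wells without compound for no effect and CRF at EC100 for full effect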
MEKK2 WT-MEK5: raises or lowers MEK5 binding to wildtype human MEKK2 PB1 domain. Q9Y2U5. bead flow cytometry, Alexa488-MEK5 binding to MEKK2 WT; actives lie on both sides. binding response (% of control), % at 10 µM. 1.1% of 290,000 active. AID 1531; in the data active means binding response below about 67% or above about 130%
NS3 helicase inh: inhibitors of Hepatitis C virus NS3 helicase. NS3 helicase DNA unwinding, Cy5 molecular beacon fluorescence. inhibition, % at 10.9 µM. 0.56% of 290,000 active;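 active means inhibition above the mean of all tested compounds plus 3 SD, set per campaign, cut at about 35% in these data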;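 further: 0% = DMSO wells and 100% = thioflavine S control wells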
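System: NS3 helicase fragment of HCV / Schedule: 1 h at 25 °C / Control set: DMSO alone as 0% and 110 µM thioflavine S as 100% / Reagent: Cy5/quencher beacon DNA duplex and ATP to start / Technique: Cy5 fluorescence / Replication: singlicate / Evaluation: % inhibition of end-to-start signal ratio versus controls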
MEKK2 mut-MEK5: signal of MEK5 binding to mutant human MEKK2 PB1 domain | bead flow cytometry, Alexa488-MEK5 binding to MEKK2 mutant | percent response, % at 10 µM | 0.35% of 290,000 active; in the data active means percent response above about 24%, passing the limit was not always enough; further: inactives centre near 1; some results filed as inactive read as strong as hits
DNA FID counter: fluorescent intercalator displacement, NS3 helicase counter-screen. DNA fluorescent intercalator displacement, fluorescence. inhibition, % at 7.9 µM. 0.17% of 290,000 active. AID 1845; in the data active means inhibition above about 37%;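 further: 0% = vehicle and 100% = reference compound; higher means more ethidium bromide displaced from hairpin DNA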
An asterisk follows results filed as active; . = no result given.

SMILES	SUMO HTRF inh	CRFR2-BP antag	GalR3 antag	MEKK3 PB1 HTS	CRFR2-BP ag	MEKK2 WT-MEK5	NS3 helicase inh	MEKK2 mut-MEK5	DNA FID counter
COc1cccc(-c2ccc(=O)n(CC(=O)Nc3ccc(C(=O)N4CCCC4)cc3)n2)c1	12	9	-4	109	1.0	109	10	5	-39
COc1ccc(NC(=O)CN(c2ccccc2F)S(=O)(=O)c2ccc(C)cc2)c(OC)c1	1	5	-3	103	0.6	99	-10	3	-26
S=C(Nc1ccc(Oc2ccccc2)cc1)NC1CCCCCC1	-18	-32	-2	102	13	107	-9	9	-11
C=C1CCC(O)C2(C)CCC3C(C)C(=O)OC3C12O (stereo unspecified)	12	-6	-7	105	-0.8	103	-9	10	-7
Cc1cc(N=Cc2cc(Cl)ccc2O)no1	-6	-19	-5	84	0.7	91	2	-6	3
CC(=O)Nc1ccccc1-c1nn[nH]n1	6	3	-2	104	1.4	104	3	13	-4
Cc1cc2oc(=O)cc(C)c2cc1NC(=O)CCl	16	4	-4	86	-0.6	88	13	-18	1
CCCCCCc1cc2cc(C(=O)Nc3ccc(OC)cc3)c(=O)oc2cc1O	-1	-7	0	100	27	101	-2	1	-4
O=[N+]([O-])c1ccccc1S(=O)(=O)N(CC(O)CN1CCCCC1)c1ccccc1 (stereo unspecified)	22	7	-4	103	-0.9	99	-3	0	3
C/C(=N\NC(=O)c1cccc(N2CCCC2=O)c1)c1ccc(N)cc1	0	-25	-3	109	1.0	104	-1	0	-16
Cc1ccc(-c2nc3ccccc3c(=O)n2CCCn2ccnc2)cc1	-8	-4	-4	94	-0.1	102	17	3	-2
O=C(Cn1ncn2c(cc3ccccc32)c1=O)NCc1ccco1	24	37	-2	101	1.8	97	7	3	-8
CCOC(=O)Cc1cnc(NC(=O)NC(C(=O)OCC)(c2ccccc2)C(F)(F)F)s1 (stereo unspecified)	9	12	-3	101	3.2	94	0	0	-19
COc1ccc(C(C)NC(=O)c2ccc(Cl)cc2)cc1OC (stereo unspecified)	-12	-8	-5	106	-1.0	108	-1	-1	0
Cc1ccc2c(c1)c(-c1ccccc1)nc1nncn12	11	-5	0	105	-3.0	109	-4	14	-3
CC(C)N1CCN(C2CSCCSC2)CC1CCO (stereo unspecified)	4	-3	-1	105	0.8	100	2	3	0
CC(/C=C/c1ccc2c(c1)OCO2)=N/NC(=O)C1COc2ccccc2O1 (stereo unspecified)	10	.	-1	103	.	109	4	4	-9
COCc1cc(=O)[nH]c(Sc2c(-c3ccccc3)c3ccc(Cl)cc3[nH]c2=O)n1	9	-24	0	94	4.1	93	-2	-3	1
COC(=O)c1ccc(N)cc1O	8	10	1	108	-1.1	111	2	7	-6
Cc1cc(NS(=O)(=O)c2ccc(NC(=S)NC(=O)c3ccncc3)cc2)no1	12	3	5	107	-1.1	104	0	15	-7
O=C(C1CCCN(S(=O)(=O)c2ccc(Br)cc2)C1)N1CCOCC1 (stereo unspecified)	8	-5	3	101	0.0	107	0	5	-12
COC(=O)C1CCCCN1C(=O)c1ccc2oc(C(C)C)nc2c1 (stereo unspecified)	6	5	0	98	1.5	94	13	-5	-34
CCC(C)NCc1ccc(C(=O)OC)o1 (stereo unspecified)	-7	12	1	98	-1.0	99	1	-1	0
Cc1sc(NC(=O)c2ccco2)c(CN2CCN(c3ccccc3)CC2)c1C	-13	-9	-5	91	-1.1	89	11	-3	3
C=CCn1c(SCc2nc(N)nc(N3CCCCC3)n2)nnc1-c1ccco1	25	-20	-1	100	-3.4	104	6	1	-27
CC(=O)Oc1ccc([N+](=O)[O-])cc1N1C(=O)c2ccccc2C1=O	-11	-5	1	76	1.2	73	2	-2	1
COc1ccc2oc(=O)c(C(=O)Nc3ccccc3O)cc2c1	20	-5	0	105	0.8	102	-9	4	0
O=C(Oc1ccc2ccc(OC(=O)N3CCOCC3)cc2c1)N1CCOCC1	-3	0	0	102	-0.4	104	-8	9	-19
CC(=O)N1CCC(C(=O)NCCOc2cccc(C)c2)CC1	-2	2	-10	103	0.7	98	-3	-4	-6
COc1cccc(C(=O)Nc2ccc3nc(N4CCN(c5ncccn5)CC4)cc(C)c3c2)c1OC	32	.	.	104	.	101	-39	1	-8
O=C(CCc1ccccc1)Nc1nnc(-c2ccc3c(c2)CCCC3)o1	34	7	1	107	-0.4	110	4	16	-3
CCOC(=O)c1sc(NC(=O)c2ccco2)nc1-c1ccccc1	-40	7	-4	97	-1.3	103	5	-3	4
CN(C)S(=O)(=O)c1ccc(C(=O)NCCN2C(=O)S/C(=C\c3cccnc3)C2=O)cc1	11	-8	-3	106	-1.4	102	-4	2	-5
COc1ccc(C(=O)Nc2ccnn2C2CCN(C(=O)CCC(F)(F)F)CC2)cc1	0	-4	0	101	-0.8	100	4	-4	-23
Cc1cccc2cc(C#N)c(SCc3nnc(-c4ccccc4[N+](=O)[O-])o3)nc12	7	29	-4	104	0.2	99	7	-1	-4
N#Cc1cccc(NC(=O)C2SC(=Nc3ccccc3)C(C(=O)N3CCOCC3)=C2N)c1 (stereo unspecified)	0	-33	-5	94	2.6	98	-10	-2	-17
Cc1ccc(N2CN(CCc3ccccc3)CNC2=S)cc1	17	-9	-7	95	-2.7	94	-1	-2	-10
COc1cc2c(cc1OC)C(CCc1ccccc1)=NCC2	35	-7	-6	98	-1.1	97	-4	-2	-2
N#Cc1c(-c2ccc(Cl)cc2)ccnc1N1CCOCC1	10	-11	-6	98	0.1	95	-5	-1	-15
COc1ccc(NS(=O)(=O)c2ccc3[nH]c(=O)[nH]c3c2)cc1OC	-15	-14	-10	104	0.2	103	6	-2	1
N/C(Cc1ccc([N+](=O)[O-])cc1)=N\OC(=O)c1cccc(Br)c1	-7	15	1	93	-0.9	89	-1	-3	0
COc1ccc(S(=O)(=O)N2CCCN(Cc3cccc(F)c3)CC2)cc1	-6	0	-5	.	-1.0	.	-6	.	3
CC(C)=CCc1c(O)ccc2c1OC(c1ccc(O)c(O)c1)CC2=O (stereo unspecified)	3	-3	-5	111	-0.6	105	12	4	-10
CCN1C(=O)/C(=C2/C=Cc3cc(C)ccc3N2CC)N(C)C1=S	-24	14	1	97	-1.1	119	1	3	10
COc1ccc(C)cc1NC(=O)CN(C)S(=O)(=O)c1ccc2c(c1)n(C)c(=O)c(=O)n2C	4	4	2	101	0.6	103	1	2	-28
COc1ccc(-n2nc(C(=O)NCC(=O)NC3CCCC(C)C3C)c3ccccc3c2=O)c(OC)c1 (stereo unspecified)	43	19	-7	102	1.2	104	-8	3	-31
COc1ccccc1N1CCN(C(=O)c2ccc3nc[nH]c3c2)CC1	-15	2	2	100	-2.1	98	11	0	-4
CC(NC(=O)CNC(=O)C(Cc1ccccc1)NC(=O)OCc1ccccc1)C(N)=O (stereo unspecified)	6	14	0	84	0.3	78	7	-13	-11
Cc1ccc(Cl)cc1NC(=O)CSc1sc2c(O)cc(=O)[nH]c2c1C#N	24	0	-8	103	-0.2	104	12	2	-12
COc1ccc(C(=O)/C=C(\C)NCc2ccc3c(c2)OCO3)cc1	8	-21	-2	107	-1.7	102	0	10	-9
Continuation.
SMILES	SUMO HTRF inh	CRFR2-BP antag	GalR3 antag	MEKK3 PB1 HTS	CRFR2-BP ag	MEKK2 WT-MEK5	NS3 helicase inh	MEKK2 mut-MEK5	DNA FID counter
CCN(CC)S(=O)(=O)c1ccc(C)c(NS(=O)(=O)c2cc(/C=C/C(=O)O)cc(OC)c2OC)c1	9	-20	-1	109	2.5	101	-4	0	-36
c1ccc(-c2cnc(CSc3nnc4ccccn34)o2)cc1	16	-4	-6	104	-0.7	99	-1	3	-4
CCCCCC(=O)Nc1sc(C)c(C)c1C#N	-16	7	6	101	-3.2	100	1	9	-12
CCN(CC)S(=O)(=O)c1ccc(N2CCCCC2)c(NC(=O)/C(C#N)=C/c2ccc(OC)cc2)c1	12	14	-1	103	2.2	99	20	3	-4
CCn1ccnc1CN1CCC(n2nccc2NC(=O)c2ccccc2OC)CC1	11	11	-3	103	1.2	105	-1	7	-1
CCCN1CCC(NC23CC4CC(CC(C4)C2)C3)CC1	14	.	.	99	.	119	1	7	2
CC(C)CC(=O)Nc1ccc2oc(-c3cccnc3)nc2c1	53*	-1	-3	93	0.9	95	2	1	-16
O=C(Nc1ccc(Cl)cc1C(=O)NCC1CCCO1)c1ccc(Cl)cc1Cl (stereo unspecified)	-4	-23	-4	114	-1.0	107	6	17	-6
O=C(NCC1CCCCC1)c1ccco1	21	-4	-6	95	-0.5	100	3	2	8
CCOc1ccc(Oc2ccc(Cl)cc2NC(=O)CCNC(C)=O)cc1	16	10	-4	101	-7.2	101	5	4	-25
COc1ccccc1N/N=C(\C#N)C(=N)N1CCOCC1	-5	6	-8	95	-0.9	91	3	-9	0
COc1ccc(N(CC(=O)NC2CCCC2)S(=O)(=O)c2c(C)[nH]c(=O)[nH]c2=O)cc1	2	-2	-1	104	-0.8	113	2	6	-7
CCOC(=O)C1(CCOc2ccccc2)CCN(C(=O)CCSC)CC1	.	-2	-6	107	-0.2	108	-8	4	-36
COc1ccc(C(=O)NNC(=O)C(=O)N2CCCCC2)cc1OC	0	-6	-5	99	1.9	102	0	4	-11
COc1cccc(N2C(=O)CC(N3CCN(S(=O)(=O)c4ccccc4)CC3)C2=O)c1 (stereo unspecified)	-10	-1	-4	98	0.3	97	9	-2	-21
CCOc1ccccc1NC(=O)CSc1nnc(Cn2c(=O)sc3ccccc32)n1C	4	19	4	97	-2.6	98	0	2	-1
COc1ccc(C)cc1NC(=O)CN(C)S(=O)(=O)c1cccs1	-2	0	2	102	-3.1	100	2	4	-8
COC(=O)c1ccc(C(=O)OC)c(NC(=O)COC(=O)C2CC2C)c1 (stereo unspecified)	2	4	-3	.	1.1	.	2	.	-20
O=C(O)CCn1cc(C(=O)O)c(-c2ccccc2)n1	3	-7	0	72	-0.6	80	45*	-18	2
CSc1nc2sc3c(c2c(=O)n1C)CCCC3	4	-29	2	87	-0.1	88	-1	-2	3
O=S(=O)(c1ccc(Br)c2ccccc12)N1CCOCC1	3	-5	-9	101	0.6	101	-1	2	-20
O=C(NC1=NCCS1)c1ccc(Cl)c(S(=O)(=O)N2CCCC2)c1	3	-55	-6	99	11	98	8	0	-7

Screening data (PubChem BioAssay)

A portion of the library (hit frequency here may not be typical).
